Screening results as filed in PubChem BioAssay.
SIRT5 inh: SIRT5 desuccinylase inhibitors, primary screen, biochemical, fluorescence imaging, single point, set 5. inhibition, % at 15 µM. 330,000 compounds, 1.1% hits. NAD-dependent protein deacylase sirtuin-5, mitochondrial (Homo sapiens), Q9NXA8. Purified SirT5, succinyl-peptide AMC, trypsin-coupled fluorescence; in the data active means inhibition above about 15%
Target sequence (Q9NXA8 whole entry, looked up): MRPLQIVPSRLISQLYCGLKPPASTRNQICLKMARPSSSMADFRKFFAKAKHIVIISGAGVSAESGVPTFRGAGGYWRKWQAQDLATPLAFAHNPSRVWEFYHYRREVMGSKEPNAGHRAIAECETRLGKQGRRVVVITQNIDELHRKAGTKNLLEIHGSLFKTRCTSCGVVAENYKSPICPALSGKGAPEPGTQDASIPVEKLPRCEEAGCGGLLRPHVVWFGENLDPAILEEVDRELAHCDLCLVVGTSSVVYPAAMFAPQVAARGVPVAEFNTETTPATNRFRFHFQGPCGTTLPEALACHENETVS
PGC1a acetyl inh: inhibitors of PGC1a acetylation signal, primary screen, cell-based, U2OS, AlphaScreen, inhibitor mode | AlphaScreen anti-acetyl-lysine; with virally co-expressed GCN5 acetyltransferase | inhibition, % at 15.6 µM | 350,000 compounds, 0.17% hits;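 active means every replicate shows inhibition of at least 40%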;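 further: 0% = neutral control wells and 100% = positive control wells; some results beyond the cut were filed as inactive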
Xi reactivation: activators of inactive X chromosome reactivation, primary screen, imaging, XiGFP fibroblasts, GFP high-content imaging, set 2. 360,000 compounds, 0.055% hits. activation, % at 7.58 µM. XiGFP mouse fibroblasts, % GFP-positive cells imaging, 3 d; cells co-treated with 5-aza-dC sensitizer; scaled so ellipticine positive control = 100%;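 active means mean normalized replicate activation at least 10% and every replicate at or above 10%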;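 further: 0% = median of on-plate neutral control wells and 100% = ellipticine 6 µM median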
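Assay system – SV40-immortalized XiGFP fibroblast cells, line 68-5-11 · Buffer or medium – DMEM supplemented with 5-aza-dC as sensitizing agent · Dosing – one concentration, pinned · Benchmarks – positive control ellipticine, 6 µM final · Times – 3 days compound exposure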
Cneo AK release: Cryptococcus neoformans cell lysis inducers, primary screen, AK release luminescence, single concentration | C. neoformans lysis, adenylate kinase release luminescence, 4 h; normalised: neutral wells 0, clomiphene wells 100 | lysis activity, % at 15 µM | 360,000 compounds, 0.2% hits | AID 651654, 2012;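 active means mean lysis activity across replicates of at least 80%, whatever share of replicates individually reach that level; inactive means mean lysis activity below 80%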
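Material – log-phase Cryptococcus neoformans yeast cells · Input – 5 × 10^6 yeast cells/mL · Medium – fresh YPD growth medium · Doses – single compound concentration per well · Timing – static 4 h at 37 °C with compound, 1 h detection · Detection – adenylate kinase release luminescence · Read-out – signal increase indicating cell lysis · Control set – Clomiphene as positive lysis control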
C2C12 statin: suppressors of statin myotoxicity in C2C12 myotubes, primary screen, cell-based, single point, plate reader; C2C12 myotubes + simvastatin, ATP luminescence, 48 h; scaled: DMSO 0, geranylgeraniol control 100; rescue of ATP level, % at 7.49 µM; 330,000 compounds, 0.78% hits; AID 602340, 2012;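 active means mean ATP rescue above about 67%, or every replicate alone reaching that limit, limit read from the data, passing the limit was not always enough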;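 further: myotubes were challenged with 10 µM simvastatin during compound exposure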
LGR2 inh: inhibitors of bursicon-induced LGR2 CRE-luciferase signal, primary screen, cell-based, HEK293, CRE-luciferase reporter, bursicon stimulation | Drosophila bursicon receptor LGR2 (rickets) | 380,000 compounds, 0.35% hits | AID 720647, 2013 | bursicon-stimulated, 4 h | inhibition, % at 9.99 µM;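 active means drop in luminescence signal, shown as inhibition above about 50% in the replicate tests, limit read from the data, passing the limit was not always enough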;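 further: agonist challenge used bursicon conditioned medium at about half maximal strength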
S100A4 MyoIIA: inhibitors of S100A4-myosin IIA peptide binding, primary screen, biochemical, fluorescence polarization, TAMRA-MyoIIA peptide | inhibition, % at 10.7 µM | AID 652163, 2013 | 360,000 compounds, 0.14% hits | Protein S100-A4 (Homo sapiens), P26447;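 active means mean inhibition of at least 70% across replicates, with every replicate also reaching that level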
Target sequence (P26447 whole entry, looked up): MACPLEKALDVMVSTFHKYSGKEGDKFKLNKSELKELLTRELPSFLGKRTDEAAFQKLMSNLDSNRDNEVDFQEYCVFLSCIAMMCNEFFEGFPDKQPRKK
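Material: S100A4 monomer (human). Medium: Calcium-containing HEPES buffer, pH 7.2. Probe or stimulus: labelled myosin peptide probe, 5 nM. Compound dosing: one concentration per compound. Timing: polarization read 5 min after assay mix addition, stable 5–60 min. Benchmarks: DMSO as neutral control, TFP as positive control.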
ERAP1 HTS inh: human ERAP1 aminopeptidase inhibitors, primary screen, biochemical, single point, plate reader; Endoplasmic reticulum aminopeptidase 1 (Homo sapiens), Q9NZ08; recombinant ERAP1, Leu-AMC fluorescence, 60 min; 340,000 compounds, 0.15% hits; inhibition, % at 10.7 µM;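 active means mean replicate inhibition of at least 30%, or all replicates individually reaching that 30% level; inactive means mean below 30% and not every replicate reaching it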;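 further: 0% = neutral control wells and 100% = L-leucinethiol positive control wells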
An asterisk follows results filed as active; / = no result given; & = joins results of further samples. Not all compounds are listed; the hit share may differ from the screen's.

1	Cc1ccc(OCC(=O)Nc2ccc(Cl)cc2)c([N+](=O)[O-])n1
2	CO[C@@H](CN(C)C(=O)C1CC1)[C@@H](C)CN(C(=O)Nc1ccc(C(F)(F)F)cc1)[C@@H](C)CO
3	CCCc1c(C(=O)N/N=C/c2ccc(OCc3ccccc3)cc2)nnn1-c1nonc1N
4	CCC(O)(CC)C(=O)N/N=C/c1cc(Br)cc(Br)c1O
5	FC(F)(F)c1cnc(Oc2cccc3ccccc23)c(Cl)c1
6	COc1cc(OC)cc(-c2c(-c3cccs3)c3cc(-c4ccc5cc[nH]c5c4)ccc3n2C)c1
Assay by compound,1,2,3,4,5,6
SIRT5 inh,-1,0,/,3,-3,/
PGC1a acetyl inh,2,-2,2,-2,/,/
Xi reactivation,0.0,-0.1,0.0,0.0,-0.1,0.6
Cneo AK release,-3,-14,-1,1,/,-1
C2C12 statin,3,-13,-7,-15,/,-5
LGR2 inh,-90,11,-15,16,/,11
S100A4 MyoIIA,-4,-12,-3,-3,-4,1
ERAP1 HTS inh,2,-7,0,-7,-2,/

7	CCSc1nc2c(c(=O)[nH]1)C(C(C)C)C(C#N)=C(N)O2 (stereo unspecified)
8	CCN(CC(=O)Nc1ccc2c(c1)OCCO2)C(=O)c1ccccc1Br
9	Cc1ccc(S(=O)(=O)N(C)C[C@@H]2Oc3cc(C#Cc4ccncc4)ccc3S(=O)(=O)N([C@@H](C)CO)C[C@H]2C)cc1
10	CN(/N=C/c1ccc(Cl)cc1Cl)c1ncc(Cl)cc1C(F)(F)F
11	CC(=O)N1CC2(C1)[C@H](c1ccc(-c3cccc(C#N)c3)cc1)[C@@H](CO)N2CCC(F)(F)F
12	O=C(NCc1ccccc1)OC1CC2CC1[C@H]1CCCCN1C2=O (stereo partly specified)
Assay by compound,7,8,9,10,11,12
SIRT5 inh,/,-3,15*,-4,5,11
PGC1a acetyl inh,3,4,60*,0,-3,/
Xi reactivation,0.1,0.0,/,0.1,0.0,-0.1
Cneo AK release,3,-1,-1,3,/,/
C2C12 statin,-3,-2,-13,11,/,/
LGR2 inh,-7,/,/,22,0,3
S100A4 MyoIIA,2,-3,-14,-3,-11,3
ERAP1 HTS inh,/,1,1,/,-1,0

13	C[C@@H]1CN([C@H](C)CO)C(=O)Cc2cc(NS(=O)(=O)c3ccc(Cl)cc3)ccc2O[C@H]1CN(C)Cc1ccc(C(=O)Nc2ccccc2N)cc1
14	C[C@@H]1CCCCO[C@@H](CN(C)Cc2ccc(Cl)c(Cl)c2)[C@@H](C)CN([C@@H](C)CO)C(=O)c2cc(NS(=O)(=O)c3cn(C)cn3)ccc2O1
15	CCOc1ncccc1C(=O)OCc1cccc([N+](=O)[O-])c1
16	CN(C)c1ccc(NC(=O)CCN2CCN(c3ccccn3)CC2)cc1
17	Cc1ccc(S(=O)(=O)NCC[C@H]2CC[C@H](NC(=O)c3cccc(F)c3)[C@H](CO)O2)cc1
18	O=C(Nc1nnc(-c2ccccc2F)s1)c1cccnc1
Assay by compound,13,14,15,16,17,18
SIRT5 inh,3,2,-3,-4,1,-6
PGC1a acetyl inh,-4,2,9,/,2,2
Xi reactivation,-0.1,0.0,0.0,0.0,-0.2,0.3
Cneo AK release,/,3,-3,2,11,/
C2C12 statin,/,/,3,-7,2,6
LGR2 inh,32,-22,-10,-31,3,-29
S100A4 MyoIIA,-3,13,3,-1,-11,-4
ERAP1 HTS inh,0,-3,6,0,2,-1

19	CC(C)C#Cc1ccc2c(c1)O[C@@H](CN(C)S(C)(=O)=O)[C@H](C)CN([C@H](C)CO)S2(=O)=O
20	COCC(=O)Nc1ccc2c(c1)C(=O)N(C)C[C@H](OC)[C@@H](C)CN(C(=O)Cc1cccnc1)[C@@H](C)CO2
21	Cc1ccc(C(=O)Nc2cccc(N3C(=O)C4CCC(C)CC4C3=O)c2)cc1 (stereo unspecified)
22	C[C@@H]1CCCCO[C@H](CN(C)Cc2ccncc2)[C@H](C)CN([C@H](C)CO)C(=O)c2cc(NC(=O)C3CCCCC3)ccc2O1
23	O=C(NCCOc1ccccc1)C1Nc2ccc(C(F)(F)F)cc2C2c3ccccc3CC12 (stereo unspecified)
24	Cc1ccc(S(=O)(=O)N2CCCC2C(=O)NCc2ccc3c(c2)OCO3)cc1 (stereo unspecified)
Assay by compound,19,20,21,22,23,24
SIRT5 inh,2,/,-3,-2,/,-2
PGC1a acetyl inh,-25,2,6,1,1,/
Xi reactivation,-0.7,0.3,0.0,0.0,0.0,0.0
Cneo AK release,42,/,0,0,7,/
C2C12 statin,0,6,-7,-31,2,/
LGR2 inh,9,2,-7,10,-10,3
S100A4 MyoIIA,-7,/,7,-3,/,0
ERAP1 HTS inh,-3,/,2,4,/,3

25	C[C@@H](O)C#Cc1ccc([C@@H]2[C@@H](CO)N3CCCCN(CC4CCOCC4)C[C@H]23)cc1
26	C=CCc1cccc(/C=N/c2nc3ccccc3n2CC)c1O
27	Cn1c(=O)c([N+](=O)[O-])c(NC2CCS(=O)(=O)C2)c2ccccc21 (stereo unspecified)
28	C[C@@H]1CN([C@H](C)CO)C(=O)Cc2cc(NS(=O)(=O)c3ccccc3)ccc2O[C@H]1CN(C)C(=O)NC1CCCCC1
29	CCC(=O)N1C[C@H](C)[C@@H](OC)CN(C)C(=O)c2ccc(NC(=O)COC)cc2OC[C@H]1C
30	O=C(CCCc1ccccc1)N=C1SC2CS(=O)(=O)CC2N1c1ccccc1 (stereo unspecified)
Assay by compound,25,26,27,28,29,30
SIRT5 inh,/,0,0,0,-10,6
PGC1a acetyl inh,0,11,/,-7,0,/
Xi reactivation,0.7,/,-0.1,-1.0,-0.2,0.0
Cneo AK release,0,/,/,-3,-2,-4
C2C12 statin,/,/,/,17,4,18
LGR2 inh,-7,10,/,14,0,0
S100A4 MyoIIA,/,4,-1,12,6,1
ERAP1 HTS inh,/,-5,-1,-3,-3,5

31	O=C(N/N=C1/CCS(=O)(=O)c2ccc(F)cc21)c1cccnc1
32	COc1ccc(S(=O)(=O)N(C)C[C@@H]2Oc3ccc(NC(=O)Nc4cccc5ccccc45)cc3CC(=O)N([C@@H](C)CO)C[C@H]2C)cc1
33	COC(=O)c1ccccc1NC(=O)N1CCN(S(C)(=O)=O)CC1
34	CC(C)=NOC(=O)c1c(C)noc1-c1snnc1C
35	C[C@@H]1CN([C@@H](C)CO)C(=O)c2cc(C#Cc3ccncc3)cnc2O[C@H]1CN(C)Cc1ccncc1
36	O=C(O)c1ccc(N=Nc2c(O)ccc3ncccc23)cc1
Assay by compound,31,32,33,34,35,36
SIRT5 inh,-2,-2,-1,-3,/,12
PGC1a acetyl inh,-11,-11,3,3,2,/
Xi reactivation,-0.2,0.0,0.0,0.0,-0.4,0.2
Cneo AK release,0,/,/,8,/,-1
C2C12 statin,-12,22,1,/,18,11
LGR2 inh,14,-10,-2,-1,7,30
S100A4 MyoIIA,2,-9,-4,3,/,4
ERAP1 HTS inh,3,2,2,5,/,0

37	Cc1ccc(NC(=O)Cn2nc(C)c(S(=O)(=O)N(C)C)c2C)cc1C
38	COC(=O)c1cc(=O)nc(NN=Cc2ccccc2O)s1
39	COc1ccccc1NC(=O)N(C)C[C@@H]1OCc2cn(nn2)CCCC(=O)N([C@@H](C)CO)C[C@H]1C
40	Cc1noc(C)c1S(=O)(=O)N(C)C[C@H]1Oc2ccc(NS(=O)(=O)c3cccs3)cc2CC(=O)N([C@H](C)CO)C[C@@H]1C
41	CO[C@H](CN(C)Cc1cc(F)ccc1F)[C@H](C)CN([C@@H](C)CO)S(=O)(=O)c1ccc(F)cc1
42	COC(=O)C1=C(C(=O)OC)SC2(S1)C(C(=O)OC)=C(C(=O)OC)SC1=C2c2cccc(C)c2NC1(C)C
Assay by compound,37,38,39,40,41,42
SIRT5 inh,-2,/,-4&-10&-1,5,0,/
PGC1a acetyl inh,2,/,1&9&-4,-6,-11,-10
Xi reactivation,-0.3,0.2,0.0&0.3,-1.0,-0.1,/
Cneo AK release,/,/,0&-3&-13,0,1,3
C2C12 statin,-2,/,17&15&2,-1,0,-16
LGR2 inh,8,-34,-15&-17,1,8,10
S100A4 MyoIIA,0,0,-1&14&-7,9,0,/
ERAP1 HTS inh,3,2,-4&0&-3,0,-5,/

43	CCCC#Cc1cnc2c(c1)C(=O)N([C@H](C)CO)C[C@H](C)[C@@H](CN(C)C(=O)Nc1ccc(OC)cc1)O2
44	O=C(NCCCN1CCCC1)c1ccc(Cn2c(=S)[nH]c3ccc(Br)cc3c2=O)cc1
45	Nc1ncnc(N)c1NC(=O)c1cc(Cl)c(OCc2ccccc2)c(Cl)c1
46	CC(C)(C)OC(=O)NCCCCCc1cn([C@@H](CO)C(=O)NCCCCCCCCCCC(=O)N2CCN(C(=O)OC(C)(C)C)CC2)nn1
47	COc1cc(NC(=O)CSc2nc(=O)n(CCCN3CCOCC3)c3c2CCC3)cc(OC)c1
48	CNC[C@@H]1Oc2ccc(NC(=O)Nc3ccc4c(c3)OCO4)cc2CC(=O)N([C@H](C)CO)C[C@@H]1C
Assay by compound,43,44,45,46,47,48
SIRT5 inh,/,-6,0,9,0,-8
PGC1a acetyl inh,7,/,/,/,/,-16
Xi reactivation,0.2,0.2,0.1,0.0,0.0,-1.1
Cneo AK release,1,/,/,-7,0,3
C2C12 statin,38,/,/,-8,/,-5
LGR2 inh,-5,-6,3,/,-11,-11
S100A4 MyoIIA,9,5,-2,0,-10,-6
ERAP1 HTS inh,3,3,3,-4,3,2
